Mdm2 ligase inh: MDM2-luciferase reporter signal enhancers, primary screen, MDM2 E3 ligase inhibitor project, cell-based, luminescence, 1536-well | 210,000 compounds, 0.11% hits | signal enhancement, % at 5 µM | AID 1230, 2008 | cell-based MDM2 ubiquitination luciferase reporter, 2 h; 0 = plate control, 100 = twice control, blank-subtracted;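 active = signal enhancement of 30% or more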;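 also: luminescence tracks abundance of the self-degrading MDM2-luciferase fusion protein; higher signal means inhibition of MDM2 E3 ligase activity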
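Buffer or medium: Cells held in DMEM | Assay system: Stable mammalian line carrying autodegrading MDM2–luciferase fusion reporter | Quantity: 2000 cells/well | Times: 4 h settle plus 2 h compound, 37 °C | Doses: One concentration, 5 µM, with 0.2% DMSO | Technique: Luminescence with SteadyLite reagent, 15 min at room temperature | Benchmarks: Plate controls and plate blanks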
FXIa inh: human FXIa protease inhibitors, primary screen, biochemical, 1536-well; Coagulation factor XI (Homo sapiens), P03951; purified FXIa, Boc-Glu-Ala-Arg-AMC fluorogenic substrate; inhibition, % at 5 µM; 220,000 compounds, 0.14% hits; AID 798, 2007;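 active = inhibition of at least 40%; inactive = inhibition below 40%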;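 also: fluorescence of freed AMC excited at 355 nm; 0% = enzyme without compound and 100% = no enzyme blank; many of its hits are not listed in these tables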
Target sequence (P03951 19-387 limits assumed): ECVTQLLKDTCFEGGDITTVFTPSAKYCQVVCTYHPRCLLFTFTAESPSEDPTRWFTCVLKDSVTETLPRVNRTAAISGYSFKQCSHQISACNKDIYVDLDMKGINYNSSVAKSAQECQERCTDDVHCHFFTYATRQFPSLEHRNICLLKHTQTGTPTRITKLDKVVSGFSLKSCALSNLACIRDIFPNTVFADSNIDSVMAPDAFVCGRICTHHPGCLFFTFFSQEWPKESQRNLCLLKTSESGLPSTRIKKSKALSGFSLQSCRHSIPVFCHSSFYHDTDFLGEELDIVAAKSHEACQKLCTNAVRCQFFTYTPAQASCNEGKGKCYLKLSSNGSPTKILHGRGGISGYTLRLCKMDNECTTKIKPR
Target sequence (P03951 388-625 limits assumed): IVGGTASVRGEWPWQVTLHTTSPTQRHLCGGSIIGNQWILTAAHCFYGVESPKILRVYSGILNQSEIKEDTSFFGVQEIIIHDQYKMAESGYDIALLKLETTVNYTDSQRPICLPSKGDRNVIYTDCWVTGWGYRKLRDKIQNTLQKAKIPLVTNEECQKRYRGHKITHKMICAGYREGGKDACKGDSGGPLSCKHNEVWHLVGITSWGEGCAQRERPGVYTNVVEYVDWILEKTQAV
Rad51 HR inh: human RAD51 strand exchange inhibitors, primary screen, biochemical, fluorescence; DNA repair protein RAD51 homolog 1 (Homo sapiens), Q06609; hRad51 DNA strand exchange, fluorescence dequenching; inhibition, % at 10 µM; 200,000 compounds, 0.085% hits;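 active = inhibition above 40% at the single screening dose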;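 also: 0% = DMSO control wells and 100% = blanks with heterologous ssDNA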
Target sequence (Q06609 whole entry, looked up): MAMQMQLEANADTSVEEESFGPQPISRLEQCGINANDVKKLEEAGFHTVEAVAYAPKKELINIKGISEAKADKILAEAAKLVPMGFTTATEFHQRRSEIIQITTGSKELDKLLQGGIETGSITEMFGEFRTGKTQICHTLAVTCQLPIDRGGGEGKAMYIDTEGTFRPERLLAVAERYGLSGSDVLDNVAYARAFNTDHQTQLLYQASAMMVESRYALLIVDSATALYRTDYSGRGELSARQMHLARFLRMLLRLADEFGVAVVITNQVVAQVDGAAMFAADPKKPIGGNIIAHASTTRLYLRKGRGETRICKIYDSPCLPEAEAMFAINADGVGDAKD
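material = hRad51 filaments on single-stranded DNA | reagent = Donor/quencher-labelled 47-bp dsDNA substrate | compound = 10 µM final, single point | schedule = strand-exchange reaction 15 min at room temperature | measured by = fluorescein emission 520 nm, excitation 485 nm | read-out basis = % inhibition versus plate control and blank means | benchmarks = plate controls and plate blanks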
p97 inhibitor: inhibitors of human p97 ATPase, primary screen, biochemical. recombinant p97 ATPase, Kinase-Glo ATP luminescence, 3 h. inhibition, % at 8 µM. 220,000 compounds, 0.42% hits. AID 1481, 2009. Transitional endoplasmic reticulum ATPase (Homo sapiens), P55072; in the data active = inhibition above about 15%;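 also: 0% = DMSO vehicle and 100% = wells lacking enzyme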
14-3-3 Bad PPI: inhibitors of 14-3-3 zeta/Bad binding, primary screen, biochemical, TR-FRET, bovine 14-3-3 zeta; inhibition, % at 21.7 µM; 14-3-3 protein zeta/delta (Bos taurus), P63103; AID 781, 2007; 220,000 compounds, 0.71% hits; TR-FRET 14-3-3zeta/Dy647-pBad peptide displacement, 1 h;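 active = inhibition above about 70%, limit read from the data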;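 also: 0% = full 14-3-3 plus peptide FRET controls and 100% = background without 14-3-3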
KLK5 inh: human KLK5 protease inhibitors, primary screen, biochemical, 1536-well; AID 873, 2007; recombinant hK5, fluorogenic AMC substrate cleavage; 210,000 compounds, 0.59% hits; inhibition, % at 5 µM; Kallikrein-5 (Homo sapiens), Q9Y337;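 active = inhibition of 40% or more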;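 also: 0% = enzyme controls without compound and 100% = no-enzyme blanks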
FXIIa inh 1536: human FXIIa protease inhibitors, primary screen, biochemical, 1536-well; 220,000 compounds, 0.3% hits; inhibition, % at 5 µM; purified FXIIa, Boc-QGR-AMC fluorogenic substrate, 2 h; in the data active = inhibition above about 40%;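 also: 0% = enzyme with no compound and 100% = blank without enzyme; many of its hits are not listed in these tables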
eIF4E 4G PPI: eIF4E–eIF4G protein interaction inhibitors, primary screen, biochemical, uHTS, TR-FRET, eIF4GI fragment. Eukaryotic translation initiation factor 4E (Mus musculus) + Eukaryotic translation …. TR-FRET eIF4E-eIF4GI(517-606) binding, 2 h. inhibition, % at 21.7 µM. 220,000 compounds, 0.37% hits;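 active = inhibition above about 30%, limit read from the data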;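 also: 0% = full FRET control wells and 100% = background wells lacking eIF4GI fragment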
Wee1 stabilizer: Wee1 degradation inhibitors, primary screen, cell-based, HeLa, Wee1K328M-luciferase, luminescence; Wee1-like protein kinase (Homo sapiens), P30291; reporter increase, % at 5 µM; AID 1321, 2008; HeLa Luc-Wee1K328M stability; 100% = proteasome inhibitor MG132 effect; 220,000 compounds, 1.2% hits;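 active = activation above the mean of all tested compounds plus 3 SD, set per screening run, cut at about 8.8% in these data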;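 also: cells exposed to compound for 20 h before luminescence read; 0% = DMSO alone and 100% = MG132 at 30 µM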
An asterisk follows results filed as active; · = not tested or not shown; [ ] = dose if it differs, or a comment. Rows are unselected; 3.5% or so of the library scored in one or more.

canonical_smiles	Mdm2 ligase inh	FXIa inh	Rad51 HR inh	p97 inhibitor	14-3-3 Bad PPI	KLK5 inh	FXIIa inh 1536	eIF4E 4G PPI	Wee1 stabilizer
O=C(CSc1nnc(-c2ccccc2)n1-c1ccccc1)N1c2ccccc2Sc2ccccc21	-4	4	·	6	2[fluorescence artefact?]	-17	4	-27[fluorescence artefact?]	2
CCN(CC)NC(=O)Nc1ccccc1	-9	-5	4	0	-8	2	2	2	-1
C=C(C)Cn1c(CCn2c3ccccc3c3ccccc32)n[nH]c1=S	-39	4	-4	-4	7	29	14	-1[fluorescence artefact?]	-3
Oc1c(C(Nc2ccccn2)c2ccccn2)ccc2cccnc12 (stereo not drawn)	-4	1	·	3	0[fluorescence artefact?]	-217	14	-5	-1
O=C(COc1ccc2ccccc2c1)NNC(=O)c1cccs1	-8	8	-3	10	3	4	13	1	0
CCCn1c(=O)c2ccccc2n2c(SCCOc3ccc(OC)cc3)nnc12	-12	4	-9	2	-3[fluorescence artefact?]	3	11	0	8
CC(=O)Oc1ccc2occ(/C=N/c3cc(=O)[nH]c(=S)[nH]3)c(=O)c2c1	·	0	-11	11	10	-1	6	-12	-1
Cn1c(Cc2cccc3ccccc23)nnc1SCc1ccc([N+](=O)[O-])cc1	-11	21	1	5	11	-8	23	-6	2
CC(C)(C)c1cc(C(F)(F)F)nc(SCCCNC(=O)c2ccco2)n1	-14	-4	-19	-11	-10	7	1	0	4
CC(Cc1ccccc1)NC(=O)CSc1nc2nc3c(cc2c(=O)n1-c1ccccc1)COC(C)(C)C3 (stereo not drawn)	1	-8	-1	3	2	-1	3	2	-1
COC(=O)c1cn(NC(=O)c2ccc(F)cc2)c(=O)c2ccccc12	-21	-3	-9	1	1	-32	10	10	1
CC1(C)CC(=O)C=C(NC2=CC3OC(c4ccccc4)OCC3OC2=O)C1 (stereo not drawn)	-6	4	0	6	-3	-8	13	-2[fluorescence artefact?]	1
Cc1cccc(C(=O)N2CCC(=O)N(C(COCc3ccccc3)Cc3ccccc3)CC2)c1 (stereo not drawn)	·	-1	-9	0	4	-10	7	3	1
COc1ccc(/C=C/c2nnc(NC(=O)COc3ccc(C)cc3)s2)cc1	-15	5	-3	-2	-5[fluorescence artefact?]	-10	6	-5	-1
CN(C)c1ccc(/C=N/NC(=O)c2ccc(Cn3cc(Br)cn3)o2)cc1	7	3	·	2	4	-12	5	-3	5
CCOC(=O)c1nnn(-c2ccc(OC)cc2)c1N	-1	2	0	3	3[fluorescence artefact?]	-10	9	6	5
CCC(C)Oc1cccc(C(=O)Nc2ccccc2N2CCOCC2)c1 (stereo not drawn)	-8	-1	-7	-2	7	-14	5	2	2
O=C(NC(N1CCOCC1)C(Cl)(Cl)Cl)c1cc([N+](=O)[O-])cc([N+](=O)[O-])c1 (stereo not drawn)	-28	0	9	0	5	2	10	0	0
CCOC(=O)N1CCC(N(CCN(C)C)C(=S)Nc2cc(C)ccc2C)CC1	·	-3	·	-5	6	-21	3	2	0
O=C(NCC1CCCO1)C1CCN(S(=O)(=O)c2ccccc2)CC1 (stereo not drawn)	-9	-4	-31	-1	-12	-1	6	0	3
COc1ccc(/C=C2\CCc3ccccc3C2=O)cc1CN1CCOCC1	-13	3	·	-2	-1	3	11	-1	-3
CCCc1c(O)nc(SCC(=O)O)[nH]c1=O	0	-4	19	5	-12	-1	6	-3	3
CCCN(C(=O)c1ccco1)c1nnc(-c2ccccc2C)s1	14	-4	-1	-1	-1	0	3	5	-2
Cc1nc2ccccc2n1CC(=O)NN	-4	-2	6	-1	-1	-6	2	0	-1
O=C1CC(c2nc3ccccc3[nH]2)CN1c1cccc(C(F)(F)F)c1 (stereo not drawn)	·	12	4	5	-16	-4	16	6	5
CC(=O)Cn1cnc2sc(-c3ccccc3)cc2c1=O	-10	-5	-7	1	-5	1	5	11[fluorescence artefact?]	0
CC1=NN(Cc2ccccc2)C(=O)C1C(c1ccncc1)C(C#N)C#N (stereo not drawn)	·	3	-18	5	6	1	6	-5	-1
N/C(=N\OC(=O)Cc1ccc(Cl)cc1)c1cccnc1	-2	3	0	2	9	-10	4	-7	-2
COc1ccc(NC(=O)c2ccc(S(=O)(=O)N3CCOCC3)o2)cc1	-11	0	-5	6	-4	-3	7	1	1
CCc1nc(SCC(=O)NCCc2ccccc2)c2c(=O)n(C)c(=O)n(C)c2n1	-10	13	·	-7	2	16	20	-13	3
O=C(/C=C\Nc1ccccn1)c1ccc(Cl)cc1	-80	-4	-6	-4	3	25	3	-1	1
COC(=O)c1ccc(/C=N/N2CCN(Cc3ccc(C)cc3C)CC2)cc1	-2	3	-2	4	-38	-21	10	0	0
O=c1cc(CO)oc(C(Nc2cccc(C(F)(F)F)c2)c2ccccn2)c1O (stereo not drawn)	-49	-2	-9	-6	2	-5	9	0	-2
CCCCNC(=O)c1ccc(NC(=O)C2CCCO2)cc1 (stereo not drawn)	-17	5	-2	3	2[fluorescence artefact?]	-13	12	0	-2
CC1=C(C(=O)c2ccccc2)C(c2ccc(O)cc2)NC(=S)N1 (stereo not drawn)	2	-6	13	-2	-4	-5	2	5	3
C=CCN1N=C(c2ccc(Cl)s2)CSC1=O	-20	9	-5	-9	-2	-2	18	-1	-2

The last two entries of the part above open the next one.
canonical_smiles	Mdm2 ligase inh	FXIa inh	Rad51 HR inh	p97 inhibitor	14-3-3 Bad PPI	KLK5 inh	FXIIa inh 1536	eIF4E 4G PPI	Wee1 stabilizer
CC1=C(C(=O)c2ccccc2)C(c2ccc(O)cc2)NC(=S)N1 (stereo not drawn)	2	-6	13	-2	-4	-5	2	5	3
C=CCN1N=C(c2ccc(Cl)s2)CSC1=O	-20	9	-5	-9	-2	-2	18	-1	-2
COc1ccc(CC(=O)Nc2cccc(S(=O)(=O)N3CCCCCC3)c2)cc1OC	-38	3	-9	2	-9[fluorescence artefact?]	-3	16	3	4
CN(CCS(=O)(=O)c1ccc(Cl)cc1)Cc1cccnc1	-8	0	7	2	-3	-1	7	2	-2
CC(=O)c1cccc(NC(=O)CCS(=O)(=O)c2ccc(Br)s2)c1	-18	0	4	6	-5	-3	2	1	1
CCN(CC)S(=O)(=O)c1ccc(C(=O)OCCN2C(=O)CCC2=O)cc1	-17	-1	-7	-3	-4	-3	8	3	1
O=C(CSc1nnc(Cn2c(=O)sc3ccccc32)n1CCc1ccccc1)N1CCOCC1	-6	0	-6	-2	9	-3	8	4[fluorescence artefact?]	-6
Cc1ccc(C)c(NC(=O)C2CCC(C)(C(=O)O)C2(C)C)c1 (stereo not drawn)	-6	4	-5	1	-11	9	15	0	1
CSC1=N/C(=C\c2cccc(F)c2)C(=O)S1	-3	6	-2	4	·	-4	20	·	-3
CC(C)Sc1nc(-c2ccccc2)cc(=O)[nH]1	4	0	-8	1	-9	12	16	6	-2
Cc1cccc(NC(=O)CSCc2nc3c(nnn3Cc3ccc(F)cc3)c(=O)[nH]2)c1C	-10	-4	7	-3	0	-2	4	-3	-3
COc1ccccc1-c1c(C)oc2c(CN3CCN(CCO)CC3)c(O)ccc2c1=O	-4	-5	·	0	-14	-7	-32	-11	0
COc1cc(C)c(C(C)C)cc1S(=O)(=O)n1ccnc1	-3	-5	6	0	-2	-13	-1	3	-2
CCOC(=O)Nc1cc(C(=O)OC)cc(C(=O)OC)c1	-16	-3	4	1	4	0	-10	6	-1
Cc1cc(NC(=O)COC(=O)c2ccccc2S(=O)(=O)N(C)c2ccccc2)no1	0	0	1	2	-7	2	11	3	-2
CCOc1cc(OCC)cc(C(=O)O)c1	10	-2	4	-3	3	5	-3	-3	3
CCCCCOc1ccc2oc(=O)c3c(c2c1)CCCN3C(=O)CN1CCCC(C(=O)OCC)C1 (stereo not drawn)	-10	3	-1	-6	20[fluorescence artefact?]	5	-10	-11[fluorescence artefact?]	-2
CCN(CC)c1ccc(/C=c2\sc3nc4ccccc4n3c2=O)c(O)c1	-11	-1	-98	10	-23	-7	-3	-9	0
Oc1ccccc1N=Cc1ccc[nH]1	-11	1	4	5	-11	2	9	-8	3
COc1cccc(NC(=O)c2c(C)cc(C)cc2CC(C)(C)C(=O)O)c1	1	0	0	7	7	-2	10	-3	-2

Compounds from the list above containing an aryl methoxy group, in the order listed:
canonical_smiles	Mdm2 ligase inh	FXIa inh	Rad51 HR inh	p97 inhibitor	14-3-3 Bad PPI	KLK5 inh	FXIIa inh 1536	eIF4E 4G PPI	Wee1 stabilizer
CCCn1c(=O)c2ccccc2n2c(SCCOc3ccc(OC)cc3)nnc12	-12	4	-9	2	-3[fluorescence artefact?]	3	11	0	8
COc1ccc(/C=C/c2nnc(NC(=O)COc3ccc(C)cc3)s2)cc1	-15	5	-3	-2	-5[fluorescence artefact?]	-10	6	-5	-1
CCOC(=O)c1nnn(-c2ccc(OC)cc2)c1N	-1	2	0	3	3[fluorescence artefact?]	-10	9	6	5
COc1ccc(/C=C2\CCc3ccccc3C2=O)cc1CN1CCOCC1	-13	3	·	-2	-1	3	11	-1	-3
COc1ccc(NC(=O)c2ccc(S(=O)(=O)N3CCOCC3)o2)cc1	-11	0	-5	6	-4	-3	7	1	1
COc1ccc(CC(=O)Nc2cccc(S(=O)(=O)N3CCCCCC3)c2)cc1OC	-38	3	-9	2	-9[fluorescence artefact?]	-3	16	3	4
COc1ccccc1-c1c(C)oc2c(CN3CCN(CCO)CC3)c(O)ccc2c1=O	-4	-5	·	0	-14	-7	-32	-11	0
COc1cc(C)c(C(C)C)cc1S(=O)(=O)n1ccnc1	-3	-5	6	0	-2	-13	-1	3	-2
COc1cccc(NC(=O)c2c(C)cc(C)cc2CC(C)(C)C(=O)O)c1	1	0	0	7	7	-2	10	-3	-2

Screening data (PubChem)
